# Yp Topo-I inh – Y. pestis Topo-I inhibition via cleavage products; Y. pestis Topo-I cleavage product accumulation, plate reader; activity, % at 10 µM; 0.064% of 360,000 active; in the data active = activity above about 50%, passing the limit was not always enough; inconclusive = no clear call, values can overlap the other calls; note: inactives centre near 2
# Anthrax LF inh2 – inhibitors of Bacillus anthracis lethal factor protease; 0.12% of 360,000 active; inhibition, % at 10 µM; multiplex microsphere protease cleavage assay, LF; P15917; note: plate controls were buffer without enzyme for full effect and enzyme alone for no effect
# PrPC surface inh – cell surface PrPC inhibition, primary TR-FRET screen | P04156 | inhibition, % at 13.8 µM | TR-FRET read-out | 0.43% of 370,000 active; in the data active = inhibition above about 24%; note: 0% = median of the test wells and 100% = reference compound wells
# BH1578 lux ind – quorum light induction in luxS cqsA deficient V. cholerae | AID 588436 | V. cholerae BH1578 lux reporter, luminescence, 6 h | 0.16% of 350,000 active | activation, % at 18.7 µM; in the data active = activation mostly above about 9.7%, no sharp cut-off; inconclusive = no clear call, values can overlap the other calls; inactive = mostly below about 3.7%; note: not every result past the cut was called active; inactives centre near 0; reference of the scale not given here
# TcdB GH inh – inhibitors of Clostridioides difficile toxin B glycohydrolase; P18177; TcdB glycohydrolase enzymatic assay, plate reader; inhibition, % at 9.99 µM; 0.24% of 350,000 active; AID 652162; in the data active = inhibition above about 10%
# Target sequence (P18177 whole entry, looked up): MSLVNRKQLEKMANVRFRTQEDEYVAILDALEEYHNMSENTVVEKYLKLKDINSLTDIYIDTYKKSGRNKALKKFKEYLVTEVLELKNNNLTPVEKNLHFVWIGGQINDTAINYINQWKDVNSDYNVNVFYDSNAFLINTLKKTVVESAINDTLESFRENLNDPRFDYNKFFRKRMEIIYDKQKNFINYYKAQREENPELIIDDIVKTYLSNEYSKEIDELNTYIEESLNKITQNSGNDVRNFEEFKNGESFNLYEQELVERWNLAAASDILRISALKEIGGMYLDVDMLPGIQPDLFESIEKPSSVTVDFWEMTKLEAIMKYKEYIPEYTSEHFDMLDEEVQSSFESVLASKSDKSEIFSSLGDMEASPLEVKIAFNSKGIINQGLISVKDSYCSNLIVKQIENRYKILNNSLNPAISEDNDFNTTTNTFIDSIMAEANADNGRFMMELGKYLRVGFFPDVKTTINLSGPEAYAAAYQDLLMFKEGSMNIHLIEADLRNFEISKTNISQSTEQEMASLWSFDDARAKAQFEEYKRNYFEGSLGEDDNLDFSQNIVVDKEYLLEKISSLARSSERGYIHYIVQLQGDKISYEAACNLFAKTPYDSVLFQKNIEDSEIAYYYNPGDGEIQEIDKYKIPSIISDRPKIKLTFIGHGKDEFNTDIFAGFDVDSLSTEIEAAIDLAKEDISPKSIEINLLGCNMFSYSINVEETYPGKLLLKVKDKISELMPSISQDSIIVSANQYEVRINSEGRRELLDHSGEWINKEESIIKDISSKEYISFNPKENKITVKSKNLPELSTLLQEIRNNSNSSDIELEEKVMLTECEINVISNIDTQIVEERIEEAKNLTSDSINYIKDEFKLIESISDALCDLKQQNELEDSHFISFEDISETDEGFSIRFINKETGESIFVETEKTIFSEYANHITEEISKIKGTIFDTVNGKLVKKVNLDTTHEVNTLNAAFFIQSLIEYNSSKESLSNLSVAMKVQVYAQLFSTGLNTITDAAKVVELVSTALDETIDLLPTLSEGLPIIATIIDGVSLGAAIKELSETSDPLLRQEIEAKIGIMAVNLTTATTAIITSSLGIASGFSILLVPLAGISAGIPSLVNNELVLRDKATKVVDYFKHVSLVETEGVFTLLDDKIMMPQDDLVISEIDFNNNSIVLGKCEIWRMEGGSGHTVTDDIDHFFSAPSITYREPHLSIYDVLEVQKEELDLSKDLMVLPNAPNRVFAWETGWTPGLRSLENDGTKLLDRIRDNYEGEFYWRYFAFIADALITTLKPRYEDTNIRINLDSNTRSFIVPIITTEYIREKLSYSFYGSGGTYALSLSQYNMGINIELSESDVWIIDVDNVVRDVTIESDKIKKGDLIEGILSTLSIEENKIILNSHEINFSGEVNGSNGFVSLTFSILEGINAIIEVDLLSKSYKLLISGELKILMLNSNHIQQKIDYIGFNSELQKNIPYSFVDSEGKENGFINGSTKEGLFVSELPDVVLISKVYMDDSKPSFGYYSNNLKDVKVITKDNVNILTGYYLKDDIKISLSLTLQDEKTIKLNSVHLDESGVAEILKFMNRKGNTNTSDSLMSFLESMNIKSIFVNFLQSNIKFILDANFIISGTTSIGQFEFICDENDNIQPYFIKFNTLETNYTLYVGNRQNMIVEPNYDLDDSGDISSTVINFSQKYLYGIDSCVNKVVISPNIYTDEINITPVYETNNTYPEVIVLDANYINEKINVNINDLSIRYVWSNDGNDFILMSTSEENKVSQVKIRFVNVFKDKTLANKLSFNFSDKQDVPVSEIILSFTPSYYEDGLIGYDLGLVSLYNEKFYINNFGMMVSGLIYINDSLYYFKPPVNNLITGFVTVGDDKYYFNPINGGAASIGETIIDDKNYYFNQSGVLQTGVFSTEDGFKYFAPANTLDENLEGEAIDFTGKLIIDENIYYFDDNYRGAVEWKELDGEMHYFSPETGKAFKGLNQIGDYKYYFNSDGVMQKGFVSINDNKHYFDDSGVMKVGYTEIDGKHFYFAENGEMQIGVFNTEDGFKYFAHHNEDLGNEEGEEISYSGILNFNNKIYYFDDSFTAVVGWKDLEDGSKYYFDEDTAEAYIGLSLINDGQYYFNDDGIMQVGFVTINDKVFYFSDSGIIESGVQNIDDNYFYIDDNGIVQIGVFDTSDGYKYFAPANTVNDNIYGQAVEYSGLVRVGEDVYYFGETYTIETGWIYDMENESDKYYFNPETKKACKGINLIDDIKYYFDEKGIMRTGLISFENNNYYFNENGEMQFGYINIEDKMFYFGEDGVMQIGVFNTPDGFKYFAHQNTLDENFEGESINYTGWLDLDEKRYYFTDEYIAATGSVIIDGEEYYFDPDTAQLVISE
# SSB-PriA inh – blocks PriA binding to SSB C-terminal tail. AlphaScreen SSBct-PriA binding, biotinylated peptide. 0.6% of 430,000 active. inhibition, % at 33 µM. AID 1272365; in the data active = inhibition mostly above about 37%, no sharp cut-off; inactive = mostly below about 20%;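 note: plate controls were negative control peptide for no effect and reference peptide for full effect; strong numbers were not always called active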
# 3CLpro inhibitor – SARS-CoV 3CLpro protease inhibition; recombinant SARS-CoV 3CLpro, quenched FRET peptide cleavage; inhibition, % at 6 µM; 0.14% of 290,000 active; in the data active = inhibition above about 12%
# BoNT-A LC inh2 – BoNT A light chain protease inhibition. multiplex microsphere protease substrate cleavage, flow cytometry. inhibition, % at 10 µM. 0.17% of 360,000 active; note: plate controls were buffer without enzyme for full effect and enzyme alone for no effect
# PfHsp40 rescue – restores yeast growth despite PfHsp40 toxicity; S. cerevisiae expressing PfHsp40, growth rescue, ATP luminescence; growth rescue, % at 12.5 µM; 0.68% of 340,000 active; AID 504582; in the data active = growth rescue above about 28%, passing the limit was not always enough; inconclusive = no clear call, values can overlap the other calls;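 note: yeast W303a lacking pdr1 and pdr3 grown in galactose medium; growth measured after three days at 30 °C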
# Numbers without * were called inactive; i = inactive; u = inconclusive; x = no result given; & = joins results of further samples. Cut-off read from the data, not from the text of the source, unless noted: active = inhibition above about 30%; inconclusive = no clear call, values can overlap the other calls; inactive = below that. This is a subset; the hit share may differ from the screen's.
mol	BoNT-A LC inh2	TcdB GH inh	PfHsp40 rescue	BH1578 lux ind	Yp Topo-I inh	3CLpro inhibitor	PrPC surface inh	SSB-PriA inh	Anthrax LF inh2
O=C(Cc1n[nH]c(=O)c2ccccc12)OCc1c(Cl)cccc1Cl	0.6	0.3	-0.6	-0.6	-8.5	4.6	2.3	-7.5	13.6
CCCNC(=O)CSc1nccn1Cc1ccc(OC)cc1	2.3	0.9	-0.1	i	2.8	2.6	1.4	4.9&-17.0	7.0
CCCNC(=O)C1(C)CCCN(Cc2cccc(C#N)c2)C1 (stereo not drawn)	0.2	1.3	x	1.2	3.8	x	-6.4	x	-14.3
COc1ccc(NC(=O)C2CCCN(S(=O)(=O)c3ccc(-n4cnnn4)cc3)C2)cc1 (stereo not drawn)	-1.0	-0.4	-0.7	-6.2	9.6	3.4	-0.6	-6.7	1.1
C/C(Cc1ccccc1)=N\NC(=O)CNC(=O)c1ccc(F)cc1	-1.0	0.7	0.7	-0.2	3.1	0.1	-3.3	x	0.8
N#CC1=C(N)N(c2ncn[nH]2)C2=C(C(=O)CCC2)C1c1ccccc1 (stereo not drawn)	-0.2	0.4	1.3	i	-5.7	1.9	6.3	10.1	-5.4
Cc1ccc(C(=O)C2=C(O)C(=O)N(c3ncccn3)C2c2ccc(Cl)cc2)o1 (stereo not drawn)	-0.4	x	-0.8	i	0.7	7.0	0.7	-7.8	-0.3
O=C(OCC(=O)N1CCN(C(=O)c2ccco2)CC1)c1cncc(Br)c1	0.2	-3.4	-1.5	-1.2	4.0	x	-0.5	-2.7	-2.7
COc1c(C(=O)Nc2ccccc2N2CCOCC2)cc2ccccc2c1Br	2.9	-0.5	-0.8	-0.2	5.2	3.0	-0.5	-17.6	0.6
CN(C)c1cccc(NC(=O)c2cccc3ccccc23)c1	-2.5	0.3	1.7	-0.6	-1.3	-4.7	0.6	9.4	-3.2
CCC(C)(C)C1CCc2[nH]nc(C(=O)NCc3ccc(OC)cc3)c2C1 (stereo not drawn)	0.2	-2.4	-0.1	-0.3	0.9	x	-1.6	1.9	-3.6
S=c1[nH]nc(-c2ccc(Cl)cc2Cl)n1-c1ccccc1	-1.8	3.9	0.7	i	-3.9	6.5	2.8	9.8	4.3
O=C1NCCCC1C(=O)N1CCN(C(c2ccccc2)c2ccccc2)CC1 (stereo not drawn)	u	1.4	-0.7	1.0	4.9	1.3	2.2	3.3	6.9
O=C(O)Cc1n[nH]c(=O)c2ccccc12	-0.8	x	-0.9	-0.2	4.6	1.6	-4.3	-2.6	-0.3
FC(F)(F)c1cc(-c2ccccc2)nc(N2CCOCC2)n1	0.3	x	1.2	i	-3.5	0.5	-6.2	-34.7	1.4
CC1(C)Oc2ccc3ccc(=O)oc3c2/C(=C/NNC(N)=O)C1=O	-1.4	1.8	0.9	-0.4	-11.1	-1.9	1.4	x	2.9
CC(C)(C)C1=NN(c2ccc([N+](=O)[O-])cc2)C(c2ccccc2)C1 (stereo not drawn)	16.5	0.6	0.8	-0.5	-1.8	-1.0	-4.5	-2.0&-32.8	5.8
CC1(c2nnc(-c3cccc(Cl)c3)o2)CC(c2ccccc2Br)=NO1 (stereo not drawn)	0.0	-12.4	-0.1	i	12.5	2.0	8.0	-24.5	-3.4
Cc1ccc(S(=O)(=O)N2CCOCC2)cc1NC(=O)CSc1ncccn1	9.4	0.5	-0.3	-0.7	9.0	x	-7.3	-3.7	u
Cc1nn(-c2ncc(C(F)(F)F)cc2Cl)c(=O)n1-c1ccccc1	0.2	x	-0.6	i	-1.5	2.6	-2.1	-26.5	2.4
COc1ccc2oc(=O)c(C(=O)OCc3ccccc3)cc2c1	-0.7	1.2	0.1	i	1.4	3.7	-1.8	-5.2	12.6
O=C(NCCN1CCOCC1)c1ccc(CS(=O)(=O)c2c(Cl)cccc2Cl)o1	0.3	-0.6	1.2	-0.4	-9.0	-2.8	4.7	2.4	1.8
COCCCNC(=O)CC1C[C@H](C(=O)N2CCOCC2)[C@@]2(C)c3[nH]c4ccccc4c3CCN2C1=O (stereo partly drawn)	-0.2	2.1	-2.1	i	-10.6	x	3.5	-3.3	-1.0
Cc1cccc(COCC(Cc2ccccc2)N2CCN(C(=O)c3cccc(C)c3)CCC2=O)c1 (stereo not drawn)	-0.8	-1.3	0.0	-1.0	7.6	4.5	-1.3	-2.8	-7.5
CCCCNC(=S)N1CCN(c2ccc(C(C)=O)cc2)CC1	-0.9	0.7	1.7	-1.2	10.1	-2.9	-3.0	-0.5	-2.2
CCC(C)(C)n1nnnc1C(c1ccc(OC)c(OC)c1)N1CCN(C(=O)c2ccco2)CC1 (stereo not drawn)	-1.6	-1.6	0.8	0.4	9.3	-3.7	-3.5	-4.0	3.2
COc1cccc(OC)c1C(=O)NC(=S)Nc1cccc(NC(=O)c2ccco2)c1	-1.2	-0.5	-1.9	-0.4	26.2	0.2	-1.0	-16.2	-1.6
C/C(=N/NC(=O)CNC(=O)c1ccc2c(c1)OCO2)c1ccc2c(c1)CCCC2	2.2	-0.6	1.7	-0.5	4.1	5.2	-0.1	x	2.9
COC(=O)c1cc(C)sc1NC(=O)CCc1ccccc1	-0.8	-0.3	1.1	0.3	-14.0	-0.6	-3.8	-39.5	23.3
COc1ccc(C(=O)NCC(=O)N/N=C/C(C)=C/c2ccccc2)cc1OC	-0.7	x	0.4	-0.3	6.5	-0.4	2.9	x	0.6
COc1ccc(N(CC(=O)N2CCN(c3ccc(F)cc3)CC2)S(=O)(=O)c2c(C)n[nH]c2C)cc1	0.3	0.8	-0.3	i	16.3	-2.1	-6.7	-6.8	-6.4
Cc1c(N2C(=O)c3cccc4cccc(c34)C2=O)cnn1C	-0.5	0.5	-1.2	-0.5	1.2	1.4	-29.7	-10.6	2.3
Cc1cc(C)nc(N2CCCC(C(=O)NC(C)C)C2)n1 (stereo not drawn)	0.0	1.1	0.3	i	-14.9	-2.8	0.5	-17.1	-4.8
O=C(CCC(=O)OCc1ccc(Cl)cc1)Nc1ccccc1	-0.3	0.5	2.8	i	0.4	1.5	0.3	-5.7	-1.6
O=C(NCCNC(=O)c1ccccc1F)c1ccco1	-3.8	0.1	0.0	-0.2	8.4	0.0	-2.0	11.3	-7.4
O=C(CSc1nnc2ccc(-c3ccccn3)nn12)NCCc1ccccc1	0.5	1.4	-0.5	i	-4.1	x	-5.1	2.2	1.8
CCC(=O)N1CCc2cc(S(=O)(=O)CCC(=O)NCCc3ccccc3)ccc21	1.3	x	-1.2	-0.4	-0.5	0.5	7.0	-0.2	0.2
O=C(COc1ccccc1-c1ccccc1)N/N=C/c1ccc2ccccc2c1	0.2	0.3	-0.1	-0.2	22.3	-0.7	11.5	x	-0.2
Cc1ccc(NC(=O)CSc2nc3ncc(Br)cc3[nH]2)cc1C	-0.2	-1.7	0.6	-3.8	-1.5	2.0	6.8	-7.3	-2.8
CCOC(=O)[C@@H]1[C@H]2COc3ccc(Br)cc3[C@H]2N2C(=O)N(c3ccc(Br)cc3)C(=O)[C@]12C	-0.8	0.7	-0.3	-1.0	9.0	2.2	5.6	5.0	-3.7
Cc1cccc(NC(=S)N2CC3CC(C2)c2cccc(=O)n2C3)c1C (stereo not drawn)	0.0	0.9	-1.3	-0.2	-2.2	0.1	5.5	-0.9	-2.1
O=C1NC[C@H](CCCCN2C[C@H](Cc3ccccc3)N(CC3CCCCC3)C(=O)C2=O)N(CCc2ccccc2)C1=O	-1.4	-0.2	x	x	x	x	-2.0	x	-4.2
CC(Oc1ccc2ccc(=O)oc2c1)C(=O)NCCCn1ccnc1 (stereo not drawn)	1.4	-0.6	-0.3	-0.4	4.8	-4.7	1.3	-1.2	1.9
Cn1cc(CN2CCN(Cc3cccnc3)CC2)c(-c2ccc3c(c2)OCCO3)n1	0.1	1.1	0.6	1.5	8.0	-0.5	-8.9	-1.0	3.6
CCCCCSc1cc(O)c(C(CNC)C(C)C)cc1OC (stereo not drawn)	0.2	-14.3	-0.7	-0.2	-9.6	-3.5	-4.5	-3.9	-0.5

# Some of the entries so far, field by field:
O=C(COc1ccccc1-c1ccccc1)N/N=C/c1ccc2ccccc2c1
- BoNT-A LC inh2: 0.2
- TcdB GH inh: 0.3
- PfHsp40 rescue: -0.1
- BH1578 lux ind: -0.2
- Yp Topo-I inh: 22.3
- 3CLpro inhibitor: -0.7
- PrPC surface inh: 11.5
- SSB-PriA inh: x
- Anthrax LF inh2: -0.2

Cc1ccc(NC(=O)CSc2nc3ncc(Br)cc3[nH]2)cc1C
- BoNT-A LC inh2: -0.2
- TcdB GH inh: -1.7
- PfHsp40 rescue: 0.6
- BH1578 lux ind: -3.8
- Yp Topo-I inh: -1.5
- 3CLpro inhibitor: 2.0
- PrPC surface inh: 6.8
- SSB-PriA inh: -7.3
- Anthrax LF inh2: -2.8

CCOC(=O)[C@@H]1[C@H]2COc3ccc(Br)cc3[C@H]2N2C(=O)N(c3ccc(Br)cc3)C(=O)[C@]12C
- BoNT-A LC inh2: -0.8
- TcdB GH inh: 0.7
- PfHsp40 rescue: -0.3
- BH1578 lux ind: -1.0
- Yp Topo-I inh: 9.0
- 3CLpro inhibitor: 2.2
- PrPC surface inh: 5.6
- SSB-PriA inh: 5.0
- Anthrax LF inh2: -3.7

# Continuation.
mol	BoNT-A LC inh2	TcdB GH inh	PfHsp40 rescue	BH1578 lux ind	Yp Topo-I inh	3CLpro inhibitor	PrPC surface inh	SSB-PriA inh	Anthrax LF inh2
CCCn1nc(NS(=O)(=O)c2ccc(F)cc2)c2cc3ccccc3nc21	-1.6	1.0	1.0	-0.4	-10.7	2.5	-5.4	12.1	-0.7
Cc1ccc(N(C(=O)c2nsc(Cl)c2Cl)C(C(=O)NC2CCCC2)c2ccc(O)cc2)cc1C (stereo not drawn)	0.7	0.3	1.7	-0.2	4.8	2.8	20.4	-1.9	0.3
O=C(N/N=C/c1c(O)n(Cc2ccc(F)cc2)c(=S)[nH]c1=O)c1ccncc1	3.5	0.5	8.5	-0.1	1.6	7.6	-0.8	x	3.7
Cc1cc2ccccn2c1C(=O)c1ccc([N+](=O)[O-])cc1[N+](=O)[O-]	2.7	0.5	-0.3	-0.4	9.3	3.6	-2.5	-6.9	-5.7
Cc1cc(C)c(OCC(=O)Nc2nc(-c3ccccn3)cs2)c(C)c1	-0.5	0.5	313.4*	-1.3	-9.0	0.1	8.2	25.3	-1.3
CCCCc1ccc(S(=O)(=O)Nc2ccc(C)c(NS(C)(=O)=O)c2)cc1	0.4	2.1	0.0	i	-0.1	-1.4	10.2	-9.0	-5.3
COc1ccccc1N1CCN(C(C)C(=O)Nc2ccc(S(=O)(=O)N3CCOCC3)cc2)CC1 (stereo not drawn)	-0.4	0.6	-0.9	-0.5	8.4	6.8	-2.3	0.4	-1.9
Cc1cc(NC(=O)CSCC(=O)Nc2cc(C(F)(F)F)ccc2N2CCOCC2)no1	-0.9	0.3	-0.6	i	-1.9	x	-0.9	4.1	1.8
O=C(CN1C(=O)NC2(CCc3ccccc3C2)C1=O)Nc1ccc(F)cc1 (stereo not drawn)	0.1	x	-0.8	-0.7	0.2	0.9	-2.1	-1.6	0.7
COc1cc(OC)cc(-c2c(-c3cccs3)c3cc(-c4ccc(OC)c(F)c4)ccc3n2C)c1	0.1	0.9	-0.3	i	-4.0	x	-2.3	20.6	-10.6
Cc1c(C)n2c(SCC(=O)N3CCN(c4ccccc4)CC3)nnc2[nH]c1=O	3.3	3.0	-0.4	5.6	0.0	x	0.5	-9.0&-4.0	2.4
CCN(CC)c1ccc(C(=O)NNC(=O)CN2C(=O)NC(C)(c3ccccc3)C2=O)cc1 (stereo not drawn)	1.6	0.8	-1.9	-0.2	-1.9	x	3.1	-3.0	6.9
Cc1ccc([C@H]2N[C@]3(CCCN(Cc4ccco4)C3=O)[C@H]3C(=O)N(C)C(=O)[C@@H]23)cc1	-0.6	-1.9	x	-0.1	3.0	x	8.5	x	-8.3
O=C(C1CCOCC1)N1CCCC(N2CCN(c3ccc(F)cc3)CC2)C1 (stereo not drawn)	-0.4	0.5	-0.6	i	-2.5	2.8	-9.8	-2.1	-5.6
COC(=O)c1ccc2nc(NC(=O)CN3C(=O)CCC3=O)sc2c1	0.3	x	-0.2	0.9	1.3	2.5	4.0	-16.1	1.4
